CHOP inhibitor: blocks CHOP induction under ER stress; CHO-K1 CHOP-promoter luciferase, tunicamycin-induced, 15-18 h; inhibition, % at 10 µM; hit rate 3.8% among 220,000; AID 2732;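 active means compounds that reduced the stress-induced luciferase reporter signal by more than about 70% of percent inhibition, limit read from the data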;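 further: 0% = tunicamycin plus vehicle and 100% = wells without tunicamycin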
TRPML3 ag: activates the human TRPML3 channel | AID 1448 | Q8TDD5 | activation, % at 3 µM | hit rate 0.29% among 220,000 | HEK293 TRPML3-YFP, Fluo-8 calcium fluorescence; 100% = the carbachol control signal;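 active means activation above its plate's cutoff, the mean activation of the plate's test wells plus 3 SD, cut at about 12% in these data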;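 further: 0% = DMSO only wells and 100% = carbachol wells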
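system = HEK293 cells stably carrying human TRPML3-YFP | doses = one concentration, 3 µM nominal, 0.3% DMSO | timing = dye loading 1 h 37 °C then 30 min ambient, 125 s read | detection = Fluo-8 calcium dye fluorescence, ex 470-495, em 515-575 nm | benchmarks = high control carbachol 87 µM, low control DMSO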
S1P4 antagonist: antagonists of human S1P4 receptor; S1P4-expressing cells, antagonist mode, reporter read-out; inhibition, % at 4.98 µM; hit rate 0.26% among 220,000; AID 1510; in the data active means inhibition above about 29%;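 further: 0% = wells stimulated with agonist and 100% = vehicle wells without agonist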
zfTRPN1 agonist: agonists of zebrafish TRPN1 channel | activation, % at 3 µM | HEK293 zebrafish TRPN1-YFP, Fluo-8 calcium fluorescence; 100% = response to 87 µM carbachol | hit rate 0.18% among 220,000 | AID 1424;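 active means activation above its plate's cutoff, the mean activation of test wells on that plate plus 3 SD, cut at about 19% in these data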;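 further: 0% = DMSO alone and 100% = 87 µM carbachol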
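Material: zebrafish TRPN1-YFP in HEK293 cells; Doses: single test compound dose, 3 µM nominal, 0.3% DMSO; Timing: dye loading 1 h at 37 °C, then 30 min room temperature; Technique: intracellular calcium fluorescence with Fluo-8; Benchmarks: high carbachol 87 µM, low DMSO alone.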
NPY-Y1 antag: blocks the human neuropeptide Y Y1 receptor | P25929 | HEK293-CNG Y1 cells, membrane potential fluorescence; NPY at EC95, then isoproterenol | inhibition, % at 3.6 µM | hit rate 1% among 200,000 | AID 1040;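 active means inhibition above the campaign mean inhibition of all tested compounds plus 3 SD, cut at about 20% in these data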;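 further: 0% = DMSO wells given NPY plus isoproterenol and 100% = isoproterenol alone without NPY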
Target sequence (P25929 whole entry, looked up): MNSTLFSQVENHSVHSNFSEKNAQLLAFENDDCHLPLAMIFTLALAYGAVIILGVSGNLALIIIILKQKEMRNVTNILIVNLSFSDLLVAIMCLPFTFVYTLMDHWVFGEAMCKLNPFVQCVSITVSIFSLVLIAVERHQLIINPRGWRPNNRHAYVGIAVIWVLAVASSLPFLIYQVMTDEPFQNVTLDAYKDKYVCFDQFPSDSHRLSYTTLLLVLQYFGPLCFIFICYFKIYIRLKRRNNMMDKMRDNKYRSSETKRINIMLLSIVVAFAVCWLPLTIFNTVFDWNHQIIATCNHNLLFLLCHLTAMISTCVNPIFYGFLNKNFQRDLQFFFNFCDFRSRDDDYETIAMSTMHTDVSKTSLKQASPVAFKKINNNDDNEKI
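Assay system: HEK293 Y1/CNG channel cell line; Doses: single compound dose of 3.6 µM, 0.4% DMSO; Timing: dye 3 h, compound 60 min room temperature, stimulation 45 min; Technique: Membrane-potential fluorescent dye readout; Measure: % inhibition of NPY effect.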
EP2 modulator: modulates human prostaglandin E2 receptor EP2 signaling. P43116. EP2-expressing cells, cAMP HTRF FRET, PGE2 co-stimulation. induction, % at 25 µM. hit rate 0.83% among 260,000;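 active means compounds whose cAMP rise, as percent of the full-agonist control response, exceeds 60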;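 further: rat C6 glioma line stably carrying human EP2 under a CMV promoter; the protocol text gives 20 µM as final concentration; 100% = response of wells given 1 µM PGE2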
NPY1 pot ag: potentiators or agonists of human neuropeptide Y receptor Y1 | P25929 | NPY-Y1 expressing cells, potentiator/agonist activation | activation, % at 3.6 µM | hit rate 0.37% among 220,000 | AID 1304; in the data active means activation above about 33%, passing the limit was not always enough;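 further: cells stimulated with NPY at EC10 then isoproterenol at EC100; 0% = low agonist plus stimulus and 100% = saturating agonist plus stimulus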
NPY2 pot ag: potentiators or agonists of human neuropeptide Y receptor Y2; P49146; cells expressing NPY-Y2, potentiator/agonist read-out; activation, % at 3.6 µM; hit rate 0.45% among 220,000; in the data active means activation above about 27%;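 further: cells stimulated with NPY near EC25 plus isoproterenol at EC100; 0% = vehicle plus submaximal agonist and 100% = vehicle plus saturating agonist; some results beyond the cut were filed as inactive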
Target sequence (P49146 whole entry, looked up): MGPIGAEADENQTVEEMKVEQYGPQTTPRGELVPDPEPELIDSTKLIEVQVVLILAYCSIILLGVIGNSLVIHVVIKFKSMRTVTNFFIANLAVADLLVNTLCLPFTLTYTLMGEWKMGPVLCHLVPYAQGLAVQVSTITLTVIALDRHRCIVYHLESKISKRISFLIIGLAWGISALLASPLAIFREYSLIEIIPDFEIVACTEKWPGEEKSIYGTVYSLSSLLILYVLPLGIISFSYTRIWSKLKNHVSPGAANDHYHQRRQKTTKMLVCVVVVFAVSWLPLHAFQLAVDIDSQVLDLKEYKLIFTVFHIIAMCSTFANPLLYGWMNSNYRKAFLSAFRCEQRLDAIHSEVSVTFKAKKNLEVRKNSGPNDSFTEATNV
S1P4 agonist: activates the human S1P4 receptor. hit rate 0.35% among 220,000. AID 1509. activation, % at 4.98 µM. S1P4-expressing cell line, agonist reporter assay. O95977; in the data active means activation above about 11%;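 further: 0% = DMSO vehicle and 100% = reference agonist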
* marks the source's active call; other numbers are inactive results; nt = not tested or not shown; & = joins results of further samples.

entry	canonical_smiles	CHOP inhibitor	TRPML3 ag	S1P4 antagonist	zfTRPN1 agonist	NPY-Y1 antag	EP2 modulator	NPY1 pot ag	NPY2 pot ag	S1P4 agonist
1	CC1CN(Cc2nc3c(c(=O)n(C)c(=O)n3C)n2CCc2ccccc2)CC(C)O1 (stereo not drawn)	nt	0.2	11	0.0	-6	nt	22	2	-2.1
2	O=C(CCC(=O)N1CCN(S(=O)(=O)c2ccccc2)CC1)c1cccs1	-18	-0.9	-5	0.6	2	-10	3	-4	-0.2
3	C=CCN1C(=O)C(Cc2ccc(OCC)cc2)SC1=Nc1ccc(C(=O)O)cc1 (stereo not drawn)	2	0.7	0	0.5	1	5	-3	7	-1.6
4	C=CCN(CC=C)C(=O)C1CC(=O)N(c2ccc(Br)cc2)C1 (stereo not drawn)	-23	0.6	-1	-0.8	6	-43	4	1	0.5
5	CC(C(O)c1ccc(O)cc1)N1CCC(Cc2ccccc2)CC1 (stereo not drawn)	5&-2&-6	0.6&1.5	10&0	-0.2&-0.9	4&3	13&23	-18&-15	-22&-6	-1.0&0.1
6	COc1ccc(-c2noc(N3CCC(C(=O)N4CCN(c5ccccn5)CC4)CC3)n2)cc1	55	1.7	-37	8.9	4	-12	9	22	1.0
7	Nc1cc2c(cc1[N+](=O)[O-])OCCOCCOCCO2	7	-0.1	-12	0.3	-1	-9	1	6	0.6
8	CCOc1ccc(-c2cnc3n2CCC3)cc1	-4	0.7	6	-0.5	2	-14	1	3	1.7
9	O=C(CSc1ncccn1)NN=C1CCCCCC1	18	0.8	-9	1.9	1	36	11	0	-0.3
10	CCCCSc1nc(C)nc2c1c(=O)n(C)c(=O)n2C	54	0.1	-4	0.1	0	63*	3	4	-1.3
11	CC1=C(C(N)=O)C(c2ccccc2)n2nc(-c3ccncc3)nc2N1 (stereo not drawn)	-18	0.1	-10	-1.3	-6	6	-22	-5	0.4
12	CCc1ccc(CN2CCN(C(=O)c3cccc(OC)c3OC)CC2)cc1	29	3.1	-96	5.2	-4	-6&8	5	18	2.1
13	COc1ccc(CCNC(=O)C2CCN(S(=O)(=O)N3CC(C)CC(C)C3)CC2)cc1OC (stereo not drawn)	0	1.4	-17	1.1	0	0	3	13	0.9
14	COC(=O)C(NS(=O)(=O)c1ccc(C)cc1)c1ccccc1 (stereo not drawn)	3	0.1	-4	-1.0	1	-15	0	-11	0.3
15	COc1ccc2[nH]cc(CC(=O)O)c2c1	11	0.9	-2	-0.2	2	3	-6	1	-5.5
16	CC(C)Cc1nc2oc3c(N4CCN(C)CC4)ncnc3c2c2c1CCCC2	5	0.4	-7	0.3	4	23	-11	-18	0.2
17	Cc1cc(C)cc(Nc2ncc3c(n2)CCCC3=O)c1	-8	0.1	-16	-0.5	6	5	15	15	3.1
18	CC(=O)N1CCC2(CC1)C(C#N)=C(N)OC1=C2C(=O)CC(C)(C)C1	-17	-0.1	3	0.1	8	18	-9	10	-0.1
19	Cc1ccc(S(=O)(=O)N(C)CC(=O)N2CCN(C(=O)c3ccco3)CC2)cc1	3	0.6	-5	-0.6	4	-3	10	-4	1.4
20	Cc1nn(CCCC(=O)Nc2cc(Oc3ccc(F)cc3)cc([N+](=O)[O-])c2)c(C)c1[N+](=O)[O-]	67	0.9	-8	0.4	-4	13	12	6	0.9
21	CC1(C)CC(=O)c2cc(C(=O)NNc3ccccc3)c(=O)n(-c3ccccc3)c2C1	-11	0.6	4	0.9	1	20	29	18	0.9
22	O=C(Nc1ccccc1C(=O)Nc1ccccc1C(=O)NCc1ccco1)c1ccco1	0	-0.1	-8	1.8	3	10	-16	8	1.3
23	Cn1nc(C(F)(F)F)cc1-c1ccc(/C=C(\C#N)C(=O)c2cccc(C(F)(F)F)c2)s1	-6	0.6	15	-0.1	nt	7	-11	7	1.4
24	Cc1ccc(-n2c(=O)[nH]cc(C(=O)Nc3ccc4c(c3)OCCO4)c2=O)cc1	9	3.3	-9	0.6	5	18	8	-4	0.4
25	COc1ccc(NC(=O)c2ccc(CN3CCN(c4ccccc4)CC3)cc2)cc1	42	3.6	-28	6.0	-16	21	12	21	-1.7
26	O=C(O)c1ccc2cccc(O)c2n1	13	0.9	-15	4.8	nt	10	-15	-10	0.4
27	C=C(C)CNC(=S)NNC(=O)c1ccc(Br)cc1	-19	0.6	-7	-0.1	6	7	5	2	2.8
28	Cc1cc(-c2ccco2)n(-c2ccccc2)n1	-20	0.8	-21	2.0	-15	8	105*	101*	1.9
29	Cc1nnc(SCC(=O)Nc2nsc(-c3ccc(C(C)(C)C)cc3)n2)s1	25	-0.9	-16	0.4	4	-11	12	-1	0.9
30	COCCNS(=O)(=O)c1cc(Br)ccc1OC	16	0.5	-12	-0.5	3	2	20	15	4.1
31	Cn1c(CN2CCCCC2)nc2cc([N+](=O)[O-])ccc21	1	0.6	10	-0.9	-2	23	5	11	1.5
32	Cc1cc2c(n1-c1ccc(Cl)cc1)CC(C)(C)CC2=O	-1	-0.9	-6	-2.5	0	31	8	-17	0.7
33	Cc1ccsc1C(=O)OC1CCOC1=O (stereo not drawn)	31	-0.3	-25	0.9	-2	22	-17	-4	1.2
34	CC(C)c1ccc(CN2CCN(C(=O)CCl)CC2)cc1	-136	2.7	4	4.7	0	-35	0	10	-1.1
35	CN(C(=O)c1cccs1)c1ccc(OCC(=O)N2CCC(C(N)=O)CC2)cc1	-8	0.5	-20	0.5	-1	14	-14	7	3.1
36	COc1ccc(C(=O)N2CCN(c3ccc(C)cc3)CC2)cc1OC	59	0.3	0	1.5	3	12	-7	-9	0.2
37	O=C(NCC1(c2ccccc2)CCCC1)C1(c2ccccc2)CCCC1	-3	-0.5	-7	-1.8	2	62*	7	5	0.9
38	CCOC(=O)c1cc2c(=O)n3ccccc3nc2n(C(C)C)c1=NC(=O)c1c(-c2ccccc2Cl)noc1C	11	1.1	-7	1.5	0	29	-5	-2	-1.8
39	COC(=O)c1cnc(SCc2ccc(C)cc2)n1C	-14	0.2	-3	-0.8	12	5	1	5	1.9
40	COCCNC(=O)c1cn(C(C)c2ccccc2F)nn1 (stereo not drawn)	-15	0.1	-15	-0.7	nt	14&-30	4	-13	-0.2
41	COc1cc(NC(=O)COC(=O)c2cnccn2)c(C)cc1[N+](=O)[O-]	11	-0.2	-5	0.5	nt	17	5	10	-0.2
42	C=CCc1c(C)[nH]c(=S)c(C#N)c1C	7	0.5	-2	-0.6	0	18	10	0	2.4
43	CCN(CC)c1ccc(NC(=S)NC(=O)c2cccs2)cc1	33	0.5	3	1.8	-10	15	-3	-7	-0.3
44	CC(C)(C)c1cc(C(=O)NCC(=O)OCC(=O)c2cccc([N+](=O)[O-])c2)cc(C(C)(C)C)c1	15	0.3	-7	-0.2	3	19	-10	-2	-0.2
45	O=C(N/N=C/c1ccc(Sc2nc3ccccc3[nH]2)o1)c1ccncc1	7	0.0	-19	0.6	-2	-2	7	6	0.2
46	Cc1cccc(N=C2NC(=O)/C(=C/c3cccs3)S2)c1	39	0.2	7	-0.4	-6	1	-18	-10	1.1
47	O=C(NC(Cc1c[nH]c2ccccc12)C(=O)O)/C(=C/c1ccc2c(c1)OCO2)NC(=O)c1ccccc1 (stereo not drawn)	10	0.5	-1	-0.1	3	14	7	-11	-0.9
48	CCOC(=O)c1cn(C2CC2)c2c(F)c(F)c(F)cc2c1=O	4	0.1	-2	1.2	3	-7&6	10	1	1.3
49	COc1ccc(CNC(=O)CCc2nc(-c3ccccc3F)no2)c(OC)c1	30	0.1	-6	-0.6	2	-11	-21	-21	1.7
50	COc1ccc(-c2[nH]c(-c3ccc(F)cc3)nc2SCC(=O)NC2CCCC2)cc1	8	2.1	-8	-2.0	7	-22	-20	4	0.8
51	CC1(c2cc([N+](=O)[O-])cc([N+](=O)[O-])c2)CC(C)(C)N(C(=O)c2ccccc2)c2ccccc21 (stereo not drawn)	-7	0.1	9	-0.9	-3	74*	14	17	-2.2
52	O=C(CSc1nnc(Cn2nnc3ccccc32)o1)Nc1cccc(Cl)c1	-14	-0.3	-4	1.7	4	-14	-10	-22	-0.3
53	CC(=O)Nc1ccc(NC(=O)C(C)OC(=O)/C=C/c2cn(-c3ccccc3)nc2-c2cccnc2)cc1 (stereo not drawn)	104*	1.1	-14	-0.2	-2	19	7	-1	2.0
54	O=C1c2cccnc2C(=O)N1Cc1ccccc1	-14	0.2	-4	1.4	-3	3	6	-5	2.7
55	COc1ccc(CC(=O)Nc2nc(C)cs2)cc1OC	nt	3.0	-10	5.4	12	-18	-7	-3	-0.4

Single records, as listed above.
Entry for CC(=O)Nc1ccc(NC(=O)C(C)OC(=O)/C=C/c2cn(-c3ccccc3)nc2-c2cccnc2)cc1 (stereo not drawn) → CHOP inhibitor = 104*; TRPML3 ag = 1.1; S1P4 antagonist = -14; zfTRPN1 agonist = -0.2; NPY-Y1 antag = -2; EP2 modulator = 19; NPY1 pot ag = 7; NPY2 pot ag = -1; S1P4 agonist = 2.0
Entry for O=C(CSc1nnc(Cn2nnc3ccccc32)o1)Nc1cccc(Cl)c1 → CHOP inhibitor = -14; TRPML3 ag = -0.3; S1P4 antagonist = -4; zfTRPN1 agonist = 1.7; NPY-Y1 antag = 4; EP2 modulator = -14; NPY1 pot ag = -10; NPY2 pot ag = -22; S1P4 agonist = -0.3

Source: PubChem
